AGP1 TOR yeast – modulators of AGP1-GFP expression in yeast TOR pathway, primary screen, cell-based, multiplex flow cytometry, S. cerevisiae, MLPCN library; hit rate 0.02% among 320,000; GFP response vs DMSO, % at 10 µM; 3 h; GFP as percent of DMSO wells;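 active = GFP response relative to DMSO above a set limit, near screen average plus 3 SD, cut at about 150% in these data; inconclusive = fewer than 70 cells counted for the yeast strain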;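 also: median GFP channel fluorescence of the gated AGP1 strain per well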
GRK2 inh – compounds blocking aptamer binding on GRK2 – biochemical, human GRK2, bead flow cytometry, HTS, primary screen | AID 488847, 2010 | Beta-adrenergic receptor kinase 1 (Homo sapiens), P25098 | FAM-aptamer displacement from GRK2 | hit rate 0.59% among 330,000 | inhibition of aptamer binding, % at 10 µM;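 active = inhibition of aptamer binding above 40%, roughly 3 SD of noise, on plates passing a quality check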;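 also: median bead fluorescence of bound FAM aptamer so fluorescent compounds give negative values; no value below 0 was filed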
MEP2 TOR yeast – modulators of MEP2-GFP levels in yeast, primary screen, S. cerevisiae, multiplex flow cytometry, MLPCN library | hit rate 0.51% among 330,000 | GFP response vs DMSO, % at 10 µM | S. cerevisiae MEP2-GFP strain, 3 h; 100% = DMSO control level;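 active = GFP response versus DMSO above a set limit, roughly screen mean plus 3 SD, cut at about 180% in these data; inconclusive = fewer than 70 cells counted for a yeast strain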;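 also: median GFP fluorescence of the barcode-gated MEP2-GFP cells per well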
RPL19A TOR yeast – RPL19A-GFP expression modulators in yeast, primary screen, cell-based, S. cerevisiae, multiplex flow cytometry, MLPCN; S. cerevisiae RPL19A-GFP strain, 3 h; active compounds read low; percent response vs DMSO, % at 10 µM; hit rate 0.3% among 330,000; AID 2025, 2009;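 active = percent response vs DMSO below 50%; inconclusive = fewer than 70 events counted for the yeast strain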;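 also: median channel GFP fluorescence of the barcoded RPL19A-GFP strain; ratio of sample median GFP to plate DMSO average so 100% = DMSO; lower means less RPL19A-GFP as with rapamycin TOR inhibition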
CIT2 TOR yeast – modulators of CIT2-GFP expression in yeast, primary screen, S. cerevisiae, GFP fusion, multiplex flow cytometry, MLPCN library; hit rate 0.065% among 320,000; S. cerevisiae CIT2-GFP strain, 3 h; 100 means same as DMSO wells; GFP response vs DMSO, % at 10 µM;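 active = GFP response relative to DMSO above a set limit, near the screen mean plus 3 SD, cut at about 150% in these data; inconclusive = Fewer than 70 cells measured for a yeast strain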;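 also: ratio of well median GFP fluorescence to mean of DMSO wells on the plate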
Yeast superoxide – reduction of superoxide in aged yeast, primary screen, HTS | S. cerevisiae aged cells, superoxide DHE fluorescence; active compounds read low | superoxide response (% of plate mean), % at 10 µM | hit rate 0.18% among 330,000 | AID 2690, 2010;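 active = superoxide response under a set limit, about three screen SD below normal, cut at about 65% in these data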;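 also: yeast aged for seven days with compound at 30 °C before DHE staining; 100% = average MFI of all compound-treated wells on the plate with controls excluded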
VLA-4 inh – inhibition in human VLA-4 binding assay, primary screen, VLA-4 allosteric modulator project, MLPCN library, flow cytometry, VLA-4 expressing cells; Integrin alpha-4 (Homo sapiens), P13612; ligand binding flow cytometry; inhibition, % (about 7 µM as worked out from the volumes in the protocol); hit rate 0.2% among 330,000; AID 2557, 2010; in the data active = inhibition above about 50%
Target sequence (P13612 whole entry, looked up): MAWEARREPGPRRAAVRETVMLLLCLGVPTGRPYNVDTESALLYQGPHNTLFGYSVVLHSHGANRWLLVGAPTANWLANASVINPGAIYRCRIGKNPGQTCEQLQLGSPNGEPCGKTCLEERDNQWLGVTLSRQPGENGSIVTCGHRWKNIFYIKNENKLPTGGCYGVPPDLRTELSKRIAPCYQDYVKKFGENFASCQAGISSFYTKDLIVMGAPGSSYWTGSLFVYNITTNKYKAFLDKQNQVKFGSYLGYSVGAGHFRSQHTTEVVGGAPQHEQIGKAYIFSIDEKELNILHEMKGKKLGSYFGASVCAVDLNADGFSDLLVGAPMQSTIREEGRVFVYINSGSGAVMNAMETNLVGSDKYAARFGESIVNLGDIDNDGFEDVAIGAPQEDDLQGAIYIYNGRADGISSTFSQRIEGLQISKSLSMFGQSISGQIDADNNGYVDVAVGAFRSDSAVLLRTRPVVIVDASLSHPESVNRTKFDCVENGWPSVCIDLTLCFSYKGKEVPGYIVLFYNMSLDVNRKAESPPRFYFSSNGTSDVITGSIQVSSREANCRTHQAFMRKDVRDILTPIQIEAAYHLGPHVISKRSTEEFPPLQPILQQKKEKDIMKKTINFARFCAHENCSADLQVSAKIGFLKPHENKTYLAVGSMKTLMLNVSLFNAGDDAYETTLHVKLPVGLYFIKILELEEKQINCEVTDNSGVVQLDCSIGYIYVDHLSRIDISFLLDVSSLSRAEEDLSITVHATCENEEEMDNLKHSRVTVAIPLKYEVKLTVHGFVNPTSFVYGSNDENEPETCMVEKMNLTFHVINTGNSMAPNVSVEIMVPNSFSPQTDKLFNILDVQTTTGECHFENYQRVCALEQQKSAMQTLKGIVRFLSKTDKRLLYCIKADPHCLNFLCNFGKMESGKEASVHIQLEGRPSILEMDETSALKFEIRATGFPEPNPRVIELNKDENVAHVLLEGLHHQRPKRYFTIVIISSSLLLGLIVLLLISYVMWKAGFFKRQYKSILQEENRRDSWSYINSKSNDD
LAP4 TOR yeast – modulators of LAP4-GFP expression in yeast, primary screen, S. cerevisiae, multiplex flow cytometry, MLPCN library; 3 h; median GFP as percent of DMSO wells; GFP response vs DMSO, % at 10 µM; AID 2023, 2009; hit rate 0.34% among 320,000;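 active = GFP response vs DMSO above a set limit, about the screen mean plus 3 SD, cut at about 150% in these data; inconclusive = under 70 cell events counted for the yeast strain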
* hit, by the source's call.

Results for CC(C)[C@H](NC(=O)c1ccco1)C(=O)NC12CC3CC(CC(C3)C1)C2 ?
AGP1 TOR yeast: 96; GRK2 inh: 0; MEP2 TOR yeast: 108; RPL19A TOR yeast: 100; CIT2 TOR yeast: 96; Yeast superoxide: 103; VLA-4 inh: 19; LAP4 TOR yeast: 101

How did CCOC(=O)CSc1nc2ccccc2n2c(C)nnc12 do in these assays?
AGP1 TOR yeast: 96; GRK2 inh: 0; MEP2 TOR yeast: 112; RPL19A TOR yeast: 102; CIT2 TOR yeast: 99; Yeast superoxide: 97; VLA-4 inh: 4; LAP4 TOR yeast: 102

Results for COc1ccc(NC(=O)CN(C)C(=O)CNC(=O)c2ccc(C)s2)cc1 ?
AGP1 TOR yeast: 106; GRK2 inh: 2; MEP2 TOR yeast: 105; RPL19A TOR yeast: 103; CIT2 TOR yeast: 101; Yeast superoxide: 97; VLA-4 inh: 19; LAP4 TOR yeast: 104

What do the screens show for `Cc1c(C=O)c2ccccc2n1CC(=O)NC(C)c1ccccc1` (stereo not drawn)?
AGP1 TOR yeast: 102; GRK2 inh: 4; MEP2 TOR yeast: 97; RPL19A TOR yeast: 99; CIT2 TOR yeast: 102; Yeast superoxide: 98; VLA-4 inh: -17; LAP4 TOR yeast: 98

Results for O=c1oc(/C=C/c2ccccc2)nc2sc3c(c12)CCC3 ?
AGP1 TOR yeast: 100; GRK2 inh: 2; MEP2 TOR yeast: 94; RPL19A TOR yeast: 99; CIT2 TOR yeast: 101; Yeast superoxide: 108; VLA-4 inh: -7; LAP4 TOR yeast: 104

How did Cn1c(=O)n(CCc2ccccc2)c2ccccc21 do in these assays?
AGP1 TOR yeast: 104; GRK2 inh: 51*; MEP2 TOR yeast: 109; RPL19A TOR yeast: 104; CIT2 TOR yeast: 104; Yeast superoxide: 100; VLA-4 inh: -66; LAP4 TOR yeast: 102

How did CCOC(=O)CNC(=O)c1ccc2[nH]c3ccccc3c2c1 do in these assays?
AGP1 TOR yeast: 93; GRK2 inh: 0; MEP2 TOR yeast: 98; RPL19A TOR yeast: 100; CIT2 TOR yeast: 98; Yeast superoxide: 95; VLA-4 inh: 44; LAP4 TOR yeast: 102

What do the screens show for `COCCNC(=O)CN(C(=O)Cn1nnc2ccccc21)c1ccc(C)c(F)c1`?
AGP1 TOR yeast: 102; GRK2 inh: 7; MEP2 TOR yeast: 98; RPL19A TOR yeast: 101; CIT2 TOR yeast: 100; Yeast superoxide: 110; VLA-4 inh: 15; LAP4 TOR yeast: 98

What do the screens show for `Cc1ccc(-c2nnn(CC(=O)N(CCN3CCOCC3)C(C(=O)NC(C)(C)C)c3ccc(C)o3)n2)cc1` (stereo not drawn)?
AGP1 TOR yeast: 106; GRK2 inh: 0; MEP2 TOR yeast: 101; RPL19A TOR yeast: 101; CIT2 TOR yeast: 97; Yeast superoxide: 105; VLA-4 inh: 5; LAP4 TOR yeast: 97

What do the screens show for `COCc1cc(N2CCCCC2)nc(-c2ccccc2)n1`?
AGP1 TOR yeast: 93; GRK2 inh: 0; MEP2 TOR yeast: 95; RPL19A TOR yeast: 94; CIT2 TOR yeast: 87; Yeast superoxide: 96; VLA-4 inh: 4; LAP4 TOR yeast: 97

What do the screens show for `COc1ccc2c(=O)c3ccccc3oc2c1`?
AGP1 TOR yeast: 93; GRK2 inh: 0; MEP2 TOR yeast: 107; RPL19A TOR yeast: 102; CIT2 TOR yeast: 106; Yeast superoxide: 111; VLA-4 inh: 0; LAP4 TOR yeast: 105

How did Cc1cc(/C=C2\SC(=O)N(C)C2=O)c(C)n1-c1cccc(C(=O)O)c1 do in these assays?
AGP1 TOR yeast: 96; GRK2 inh: 15; MEP2 TOR yeast: 102; RPL19A TOR yeast: 100; CIT2 TOR yeast: 99; Yeast superoxide: 113; VLA-4 inh: 11; LAP4 TOR yeast: 104

Results for CC(C)NC(=O)N(C)C[C@@H]1Oc2c(NS(=O)(=O)c3ccccc3)cccc2C(=O)N([C@@H](C)CO)C[C@@H]1C ?
AGP1 TOR yeast: 104; GRK2 inh: 0; MEP2 TOR yeast: 99; RPL19A TOR yeast: 96; CIT2 TOR yeast: 100; Yeast superoxide: 117; VLA-4 inh: 0; LAP4 TOR yeast: 116

How did Cc1cc(C)cc(NC(=O)CN2CCN(CCN=CC3=C(O)CC(C)(C)CC3=O)CC2)c1 do in these assays?
AGP1 TOR yeast: 104; GRK2 inh: 6; MEP2 TOR yeast: 117; RPL19A TOR yeast: 103; CIT2 TOR yeast: 96; Yeast superoxide: 122; VLA-4 inh: 7; LAP4 TOR yeast: 99

How did O=C(COC(=O)c1cccnc1Cl)NCC1CCCO1 (stereo not drawn) do in these assays?
AGP1 TOR yeast: 131; GRK2 inh: 0; MEP2 TOR yeast: 112; RPL19A TOR yeast: 128; CIT2 TOR yeast: 107; Yeast superoxide: 102; VLA-4 inh: -3; LAP4 TOR yeast: 112

Random excerpt: 3 entries already listed
What do the screens show for `COCc1cc(N2CCCCC2)nc(-c2ccccc2)n1`?
AGP1 TOR yeast: 93; GRK2 inh: 0; MEP2 TOR yeast: 95; RPL19A TOR yeast: 94; CIT2 TOR yeast: 87; Yeast superoxide: 96; VLA-4 inh: 4; LAP4 TOR yeast: 97

How did CCOC(=O)CSc1nc2ccccc2n2c(C)nnc12 do in these assays?
AGP1 TOR yeast: 96; GRK2 inh: 0; MEP2 TOR yeast: 112; RPL19A TOR yeast: 102; CIT2 TOR yeast: 99; Yeast superoxide: 97; VLA-4 inh: 4; LAP4 TOR yeast: 102

How did Cn1c(=O)n(CCc2ccccc2)c2ccccc21 do in these assays?
AGP1 TOR yeast: 104; GRK2 inh: 51*; MEP2 TOR yeast: 109; RPL19A TOR yeast: 104; CIT2 TOR yeast: 104; Yeast superoxide: 100; VLA-4 inh: -66; LAP4 TOR yeast: 102

Additional records:
Results for Cc1c(Cl)cccc1NC(=O)Cn1c(-c2ccc(F)cc2)noc1=O ?
AGP1 TOR yeast: 98; GRK2 inh: 0; MEP2 TOR yeast: 104; RPL19A TOR yeast: 101; CIT2 TOR yeast: 93; Yeast superoxide: 106; VLA-4 inh: -8; LAP4 TOR yeast: 95

What do the screens show for `CN(C)C(CNc1ccc([N+](=O)[O-])cc1C#N)c1ccccc1` (stereo not drawn)?
AGP1 TOR yeast: 89; GRK2 inh: 0; MEP2 TOR yeast: 100; RPL19A TOR yeast: 92; CIT2 TOR yeast: 100; Yeast superoxide: 97; VLA-4 inh: -25; LAP4 TOR yeast: 96

Results for O=S(=O)(c1cccs1)N1CCN(c2ccnc3cc(Cl)ccc23)CC1 ?
AGP1 TOR yeast: 107; GRK2 inh: 1; MEP2 TOR yeast: 96; RPL19A TOR yeast: 100; CIT2 TOR yeast: 99; Yeast superoxide: 96; VLA-4 inh: -8; LAP4 TOR yeast: 104

What do the screens show for `COc1ccc(CN2CCN(Cc3ccco3)CC2)cc1`?
AGP1 TOR yeast: 95; GRK2 inh: 0; MEP2 TOR yeast: 104; RPL19A TOR yeast: 101; CIT2 TOR yeast: 101; Yeast superoxide: 81; VLA-4 inh: -1; LAP4 TOR yeast: 89

Results for O=C(/C=C/c1ccc(Cl)cc1)N(Cc1ccccc1)c1ccccn1 ?
AGP1 TOR yeast: inconclusive; GRK2 inh: 0; MEP2 TOR yeast: inconclusive; RPL19A TOR yeast: inconclusive; CIT2 TOR yeast: inconclusive; Yeast superoxide: 108; VLA-4 inh: 5; LAP4 TOR yeast: inconclusive

Results for O=C(NCCc1c[nH]c2ccccc12)C(F)(F)F ?
AGP1 TOR yeast: 101; GRK2 inh: 0; MEP2 TOR yeast: 115; RPL19A TOR yeast: 101; CIT2 TOR yeast: 106; Yeast superoxide: 104; VLA-4 inh: -10; LAP4 TOR yeast: 106

Results for CCC1Nc2ncnc(N3CCOCC3)c2N(Cc2ccc(OC)cc2)C1=O (stereo not drawn) ?
AGP1 TOR yeast: 99; GRK2 inh: 1; MEP2 TOR yeast: 99; RPL19A TOR yeast: 99; CIT2 TOR yeast: 97; Yeast superoxide: 91; VLA-4 inh: 10; LAP4 TOR yeast: 91

What do the screens show for `COc1ccc(C2=NN3C(C2)c2ccccc2OC3c2cccs2)cc1` (stereo not drawn)?
AGP1 TOR yeast: 103; GRK2 inh: 1; MEP2 TOR yeast: 93; RPL19A TOR yeast: 98; CIT2 TOR yeast: 93; Yeast superoxide: 100; VLA-4 inh: -3; LAP4 TOR yeast: 103

Results for CC(=O)Nc1ccc(S(=O)(=O)NC2(C(F)(F)F)C(=O)Nc3c2c(=O)[nH]c(=O)n3Cc2ccco2)cc1 (stereo not drawn) ?
AGP1 TOR yeast: 101; GRK2 inh: 4; MEP2 TOR yeast: 99; RPL19A TOR yeast: 94; CIT2 TOR yeast: 99; Yeast superoxide: 87; VLA-4 inh: 7; LAP4 TOR yeast: 100

What do the screens show for `COc1ccc(CNC(=O)C2CCN(C(=O)N3CCOc4ccc(C)cc43)CC2)cc1`?
GRK2 inh: 0; MEP2 TOR yeast: 90; RPL19A TOR yeast: 89; CIT2 TOR yeast: 88; Yeast superoxide: 96; VLA-4 inh: 0; LAP4 TOR yeast: 94

Results for C#CCOCCOCCOCCNc1nc(N2CCN(C(=O)[C@H](CCCCN)n3cc([C@@H](N)CC(C)C)nn3)CC2)nc(N2CCN(C(=O)[C@H](CCCCN)n3cc([C@@H](N)CC(C)C)nn3)CC2)n1 ?
AGP1 TOR yeast: 101; GRK2 inh: 0; MEP2 TOR yeast: 106; RPL19A TOR yeast: 108; CIT2 TOR yeast: 106; Yeast superoxide: 110; VLA-4 inh: 21; LAP4 TOR yeast: 117

Results for COC(=O)CCC(=O)CN ?
AGP1 TOR yeast: 90; GRK2 inh: 1; MEP2 TOR yeast: 102; RPL19A TOR yeast: 96; CIT2 TOR yeast: 90; Yeast superoxide: 101; VLA-4 inh: 11; LAP4 TOR yeast: 101

Results for CC(C)CC(NC(=O)C(NC(=O)C1OC2OC(C)(C)OC2C2OC(C)(C)OC12)C(C)C)C(=O)O (stereo not drawn) ?
AGP1 TOR yeast: 94; GRK2 inh: 0; MEP2 TOR yeast: 98; RPL19A TOR yeast: 103; CIT2 TOR yeast: 97; Yeast superoxide: 111; VLA-4 inh: 7; LAP4 TOR yeast: 85

How did O=C(NCc1ccco1)c1ccc([N+](=O)[O-])cc1Cl do in these assays?
AGP1 TOR yeast: 90; GRK2 inh: 1; MEP2 TOR yeast: 91; RPL19A TOR yeast: 93; CIT2 TOR yeast: 93; Yeast superoxide: 103; VLA-4 inh: 18; LAP4 TOR yeast: 90

How did COC(=O)c1cc(CNC(=O)c2ccc(N3CCCC3)c([N+](=O)[O-])c2)ccc1OC do in these assays?
AGP1 TOR yeast: 98; GRK2 inh: 0; MEP2 TOR yeast: 105; RPL19A TOR yeast: 103; CIT2 TOR yeast: 97; Yeast superoxide: 97; VLA-4 inh: -2; LAP4 TOR yeast: 95

What do the screens show for `Cc1cccc(NC(=O)c2ccc([N+](=O)[O-])s2)n1`?
AGP1 TOR yeast: 75; GRK2 inh: 0; MEP2 TOR yeast: 97; RPL19A TOR yeast: 98; CIT2 TOR yeast: 86; Yeast superoxide: 95; VLA-4 inh: 6; LAP4 TOR yeast: 103

Source: PubChem BioAssay (NMMLSC)
